aGal spleen mod: qHTS Assay for Inhibitors and Activators of Human alpha-Galactosidase From Spleen Homogenate | human spleen homogenate, 4MU-alpha-Gal fluorescence, 40 min | Alpha-galactosidase A (Homo sapiens), P06280 | 240,000 compounds, 0.008% hits | AID 2107, 2009 | Potency, µM (top dose mostly 80 µM), for the others: top-dose activity change, negative = inhibition, actives largely listed as inhibitors;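 note: 0% = enzyme with vehicle and -100% = no enzyme basal signal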
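Fluorogenic readout (Ex 365/Em 440 nm) of 4-methylumbelliferone released from 1 mM 4-MU-alpha-galactoside by spleen homogenate, 40 min at 37C, pH 5.0. Data normalized to no-enzyme and enzyme controls; Hill-equation AC50 from compound titrations.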
TexasRed fluor: Total Fluorescence Counterscreen for Inhibitors of the Interaction of Thyroid Hormone Receptor and Steroid Receptor Coregulator 2; TRb/SRC2 Texas Red total fluorescence interference; Potency, µM (top dose mostly 106 µM), for the others: top-dose fluorescence change, negative = quenching; 280,000 compounds, 0.29% hits; AID 1479, 2009; active = well fitted curve in either direction with a large enough effect; inconclusive = small, poorly fitted or top-dose-only effect
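Flags fluorescent or light-absorbing compounds by total fluorescence, S + 2P, at 555 nm excitation and 632 nm emission. Mixture: 20 nM Texas Red SRC2 peptide, 0.6 uM human TRb LBD, 1 uM T3, 5% DMSO; compound exposure 5 h at ambient temperature.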
Tau fibril FP: qHTS for Inhibitors of Tau Fibril Formation, Fluorescence Polarization; Microtubule-associated protein tau (Homo sapiens), P10636; K18 P301L tau heparin fibrillization, Alexa594 FP, 6 h; Potency, µM (top dose mostly 57.7 µM), for inactives: at the highest dose activity, negative = inhibition, most hits filed as inhibitors; 280,000 compounds, 0.39% hits; AID 1468, 2008; note: nearly all actives have a fitted effect of over 55% in size
Target sequence (P10636 561-689 P618L limits assumed): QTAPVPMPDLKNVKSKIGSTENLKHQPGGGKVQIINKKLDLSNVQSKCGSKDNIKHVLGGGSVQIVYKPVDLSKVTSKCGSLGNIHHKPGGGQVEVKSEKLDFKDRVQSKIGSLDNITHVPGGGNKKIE
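Human tau K18 […] P301L fragment, 15 uM unlabeled plus 0.24 uM Alexa 594-labeled tau (final), with compound and 20 uM heparin in 100 mM sodium acetate pH 7; 6 hr at 37 C, then Alexa 594 FP read.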
ALDH1A1 block: qHTS Assay for Inhibitors of Aldehyde Dehydrogenase 1 (ALDH1A1). 220,000 compounds, 7.3% hits. Purified ALDH1A1, NADH fluorescence, propionaldehyde substrate. Aldehyde dehydrogenase 1A1 (Homo sapiens), P00352. AID 1030, 2008. Potency, µM (top dose mostly 75.3 µM), without a hit: at the highest dose activity, negative = inhibition, hits mostly inhibitors; active = well fitted inhibition curve with a large enough effect, not every such curve was filed as active; inconclusive = small, poorly fitted or top-dose-only effect, or another doubt; inactive = no such curve, though single readings can be large or run the other way;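 note: plate controls were no enzyme wells and a reference inhibitor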
TRb-SRC2 inh: qHTS for Inhibitors of the Interaction of Thyroid Hormone Receptor and Steroid Receptor Coregulator 2; 280,000 compounds, 0.065% hits; Potency, µM (highest dose often 106 µM), without a hit: at the top dose activity change, negative = inhibition, usual class: inhibitors; TRbeta-SRC2 peptide binding, fluorescence polarization; receptor liganded with 1 µM T3; Thyroid hormone receptor beta (Homo sapiens), P10828; AID 1469, 2008;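 note: plate controls were bound peptide for no effect and peptide without receptor for full effect; nearly all actives have a fitted effect of over 50% in size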
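TRb LBD 0.6 uM + Texas Red SRC2 peptide 20 nM, 1 uM T3, Tris buffer w/ 5% DMSO; compound pinned, 5 h RT; FP read ex 555/em 632; normalized to unbound and bound controls.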
Tau ThT inhib: qHTS for Inhibitors of Tau Fibril Formation, Thioflavin T Binding; Potency, µM (titrated, usually from 57.4 µM), for inactives: at the highest dose activity, negative = inhibition, actives largely listed as inhibitors; recombinant tau K18 P301L, heparin-induced fibrillization, ThT fluorescence; 270,000 compounds, 2.1% hits; Microtubule-associated protein tau (Homo sapiens), P10636; note: nearly all actives have a fitted effect of over 55% in size
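In this qHTS, human K18 P301L tau is incubated with compound and heparin for 6 hr at 37 C, and Thioflavin T fluorescence then reports fibril load.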
Tau fluor counter: Counterscreen qHTS for Inhibitors of Tau Fibril Formation, Fluorescence Polarization; tau K18 P301L (four-repeat tau fragment) Alexa594 fluorescence, heparin fibrillization; Potency, µM (titrated, usually from 57.7 µM), inactives show at the highest dose activity change, negative = decrease; 280,000 compounds, 0.93% hits; note: nearly all actives have a fitted effect of over 55% in size
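Human K18 P301L tau (15 uM unlabeled plus 0.24 uM Alexa 594-labeled, final) in 100 mM sodium acetate pH 7 was mixed with compound and 20 uM heparin and incubated 6 hr at 37 C.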
L3MBTL1 inh: qHTS Assay for the Inhibitors of L3MBTL1; 230,000 compounds, 0.66% hits; Potency, µM (top dose mostly 57.1 µM), without a hit: top-dose activity, negative = inhibition, hits mostly inhibitors; Lethal(3)malignant brain tumor-like protein 1 (Homo sapiens), Q9Y468; AlphaScreen L3MBTL1–H3K9me1 peptide binding; note: nearly all actives have a fitted effect of over 60% in size
Target sequence (Q9Y468 whole entry, looked up): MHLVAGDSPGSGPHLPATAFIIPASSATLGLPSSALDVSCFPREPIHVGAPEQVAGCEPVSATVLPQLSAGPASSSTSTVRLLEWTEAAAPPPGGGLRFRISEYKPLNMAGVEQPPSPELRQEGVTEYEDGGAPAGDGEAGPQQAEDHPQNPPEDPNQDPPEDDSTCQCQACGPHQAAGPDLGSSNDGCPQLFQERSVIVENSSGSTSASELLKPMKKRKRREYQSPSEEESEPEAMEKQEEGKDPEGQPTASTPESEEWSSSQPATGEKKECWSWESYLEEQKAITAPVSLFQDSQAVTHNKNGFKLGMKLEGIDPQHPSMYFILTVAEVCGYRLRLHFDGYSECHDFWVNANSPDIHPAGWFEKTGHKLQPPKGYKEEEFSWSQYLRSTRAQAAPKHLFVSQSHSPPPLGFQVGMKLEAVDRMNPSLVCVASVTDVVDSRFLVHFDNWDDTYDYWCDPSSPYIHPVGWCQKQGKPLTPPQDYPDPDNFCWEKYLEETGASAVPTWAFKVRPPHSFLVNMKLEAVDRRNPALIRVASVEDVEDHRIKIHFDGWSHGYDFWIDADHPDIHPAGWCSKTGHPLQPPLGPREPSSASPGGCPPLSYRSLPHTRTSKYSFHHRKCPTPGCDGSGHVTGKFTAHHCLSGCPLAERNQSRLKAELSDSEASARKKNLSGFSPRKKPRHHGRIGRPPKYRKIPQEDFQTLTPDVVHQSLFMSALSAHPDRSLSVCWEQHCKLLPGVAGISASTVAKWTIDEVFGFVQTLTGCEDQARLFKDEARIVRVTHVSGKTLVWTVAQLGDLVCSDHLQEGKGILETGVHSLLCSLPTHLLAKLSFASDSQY
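First, the protein-peptide complex forms for 30 min at room temperature (L3MBTL1 50 nM, biotinylated H3K9me1 peptide 75 nM). Next, compounds are pin-transferred and incubated 30 min. Finally, AlphaScreen beads are added and read after 30 min.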
Active calls of the source: *; ? = inconclusive; nt = no result given; & = joins results of further samples; [ ] = remark or other dose. Unless noted, calls come from the whole dose curve; as a rule, active = well fitted curve in the direction sought with a large enough effect; inconclusive = small, poorly fitted or top-dose-only effect, or another doubt; inactive = no such curve, though single readings can be large; an effect the other way counts as inactive or inconclusive. Unless noted, % is set by controls: 0 for no effect and ±100 for the full control effect; potency is the fitted concentration of half-maximal effect.

SMILES	aGal spleen mod	TexasRed fluor	Tau fibril FP	ALDH1A1 block	TRb-SRC2 inh	Tau ThT inhib	Tau fluor counter	L3MBTL1 inh
COc1cc(/C=N/n2cnnc2)ccc1OC(=O)c1cccnc1	-3%	-8%	10%	-8%	-3%	-2%	7%	-1%[11.4 µM]
COc1ccc(C2C(C(=O)c3cccs3)=C(O)C(=O)N2c2cccc(C)n2)cc1OC (stereo unspecified)	6%	-3%	1%	nt	1%	-4%	-7%	2%
COc1ccc(N2CCN(C(=O)c3ccc(CS(=O)(=O)c4ccc(Br)cc4)o3)CC2)cc1	nt	-4%	0%	nt	-2%	-11%	-11%	nt
Cc1ccc(-c2cc(C(=O)NCCc3ccccn3)c3ccccc3n2)c(C)c1	-5%	1%	7%	-2%	-3%	-6%	-11%	9%
CCCOc1ccc(-c2nc(-c3ccc([N+](=O)[O-])cc3)cs2)cc1	4%	5%	-6%	nt	5%	?	?	-8%
CCCCNC(=O)c1cc2c(=O)n3cccc(C)c3nc2n1C	-8%	-7%	2%	?	-6%	-8%	6%	2%
COc1cc2c(cc1OC)C(COc1ccc(F)cc1)N(C(=O)c1ccco1)CC2 (stereo unspecified)	4%	3%	-7%	-8%	-12%	-20%	-16%	-11%
COC(=O)COc1ccc(S(=O)(=O)Nc2ccccc2C(=O)OC)cc1	-4%	-1%	0%	2%	3%	-3%	-9%	nt
CCOc1cccc(NC(=O)C2CC(=O)N(C)C(=Nc3cccc(OC)c3)S2)c1 (stereo unspecified)	nt	?	?	nt	-29%[53 µM]	-9%	?	nt
COc1ccc(C(CC(=O)c2ccccc2)C2CCCCC2=O)cc1 (stereo unspecified)	4%	1%	-3%	-14%	-16%	-11%	-14%	nt
COC(=O)[C@H]1CC=C[C@H]2CCN(Cc3ccc(Cl)c(Cl)c3)C(=O)[C@@H]12	-3%[119 µM]	-3%	10%[81.3 µM]	?	-2%	-15%[81.4 µM]	-10%[81.3 µM]	nt
COc1ccc(Cl)cc1CN1CCN(c2nc(C)cc(C)c2C#N)CC1	-2%	4%	4%	-5%	-1%	-10%	-9%	-4%[11.4 µM]
O=C1CN(S(=O)(=O)c2ccc(Cl)cc2)CC(=O)N1CCc1ccccc1	2%	1%	-4%	7%	6%	-15%	-18%	nt
CCOc1ccc(NC(=O)Cn2c(=O)n(Cc3nc(-c4ccccc4)no3)c(=O)c3ccccc32)cc1	nt	-3%	?	nt	-7%	?	-1%	nt
Cc1cccn2c(=O)c3cc(C(N)=S)c(=N)n(CCCN4CCOCC4)c3nc12	?	-3%	-8%	?	3%	?	-11%	nt
CC(C)NS(=O)(=O)c1ccc(CCC(=O)N2CCCCC2)cc1	3%	0%	0%	6%	-1%	1%	6%	5%
Fc1ccc(COc2ccc(Cl)cc2/C=N/Nc2nc(N3CCCC3)nc(N3CCCC3)n2)cc1	-12%	1%	1%	1%	0%	-6%	-2%	-5%
CCOc1ccc(CCNC(=O)c2ccc(CSCc3ccccc3C)o2)cc1OCC	nt	0%	10%	nt	7%	-12%	-6%	nt
O=S(=O)(c1cccc(-c2nc3n(n2)Cc2ccccc2-3)c1)N1CCCC1	9%	-3%	1%	?	-22%	-1%	-5%	-1%
COc1cccc(CN2C(=O)N(c3ccc(C)cc3)C(=O)C2CC(=O)Nc2cc(OC)cc(OC)c2)c1 (stereo unspecified)	nt	0%	3%	nt	4%	5%	-29%	nt
COc1ccc(C(=O)NCc2cccnc2)cc1	8%	-3%	2%	-4%	4%	-2%	-4%	10%
Cc1cccc(OCc2nnc(SCc3cc(=O)[nH]c4ccccc34)n2-c2ccccc2)c1	4%	1%	-2%	-8%	2%	-11%	-15%	-7%
C=C1CCC(OC(C)=O)/C(C)=C/CC2[C@H]1CC2(C)C (stereo partly specified)	9%	-3%	3%	-6%	-2%	-6%	-4%	nt
COC(=O)c1ccc(NC(=O)CC2C(=O)N(c3cccc(F)c3)C(=O)N2CC(C)C)cc1 (stereo unspecified)	nt	1%	-7%	nt	-12%	-3%	-23%	nt
Nc1nc(SCc2ccc(Cl)c(Cl)c2)n[nH]1	-6%	-3%	2%	1%	2%	8%	-6%	-4%
Cc1cc(C)c(NC(=O)c2ccc(CN3CCc4ccccc4C3)cc2)c(C)c1	4%	2%	11%	3%	2%	-11%	-6%	nt
COc1ccccc1C(=O)C1Nc2ccccc2-c2nnc(SC)nc2O1 (stereo unspecified)	1%	-1%	-3%	22µM*	5%	?	-15%	9%
COc1cccc(C(C(=O)NCC2CCCO2)N(CC2CCCO2)C(=O)CN2C(=O)c3ccccc3S2(=O)=O)c1 (stereo unspecified)	-6%	-2%	3%	14µM*	-5%	5%	5%	-2%
CS(=O)(=O)N1CCN(c2ccc(NC(=O)CSc3ccc(Cl)cc3)cc2)CC1	2%	-7%	16%	0%	-2%	?	-14%	nt
CC1C(c2ccccc2)N(C)CCC12NC(=O)NC2=O (stereo unspecified)	22%	0%	-7%	-10%	-6%	-9%	-11%	-10%
Cc1cccc(NC(=S)NC2CC3C=CC2C3)c1 (stereo unspecified)	-3%	0%	-8%	nt	3%	nt	-17%	nt
CSc1ccccc1NC(=O)COC(=O)c1ccccc1O	-4%	1%	-2%	4%	-7%	-5%	-8%	9%
Nc1cc(=O)[nH]c(=O)n1Cc1ccccc1	16%&2%	-4%&-1%	-1%&2%	6%&17%	-1%&3%	5%&3%	1%&1%	1%
COCCN1C(=O)c2oc3ccccc3c(=O)c2C1c1ccc(O)c(OC)c1 (stereo unspecified)	3%	-1%	-1%	-4%	-6%	-11%	-8%	?
O=C(CSCc1cccc(Cl)c1)NCc1ccc2c(c1)OCO2	4%	-5%	-6%	?	-1%	-4%	-10%	-1%
CC1=Nn2c(nnc2-c2cc(C)[nH]n2)SC1	-5%	-1%	-1%	3%	-11%	0%	1%	7%
CCc1ccc(NC(=O)CCS(=O)(=O)c2ccc3c(c2)CCN3C(C)=O)cc1	nt	-5%	-9%	nt	1%	3%	6%	nt
O=C1C2=C(NC(=S)NC2c2ccc(Cl)cc2)NC(c2ccc(Cl)cc2)N1c1ccc(Cl)cc1 (stereo unspecified)	-1%	0%	?	11%	-8%	32µM*	?	-12%
Cc1ccc(Oc2ccc(C=O)cn2)cc1	-11%	-4%	1%	-36%	-10%	0%	5%	21%
O=C(Nc1ccccc1C(=O)Nc1nnc(C(F)(F)F)s1)c1ccccc1Cl	6%	0%	-6%	?	14%	-10%	?	2%
COc1cccc(NS(=O)(=O)c2ccc3[nH]cc(C(=O)NC4CCCCC4)c(=O)c3c2)c1	nt	-1%	7.1µM*	nt	-3%	?	3.5µM*[quencher]	nt
COc1ccc(-c2noc(-c3cccc(OC)c3OC)n2)cc1OC	-3%	-6%	-4%	-13%	-5%	?	-28%	nt
CC(C)(C)n1nnnc1C(c1ccccn1)N1CCN(C(c2ccccc2)c2ccccc2)CC1 (stereo unspecified)	2%	-3%	4%	0%	2%	-18%	-14%	-23%
C(=N\Nc1nc(N2CCCC2)nc(N2CCCC2)n1)/c1cccnc1	2%	-1%	3%	13%	1%	5%	7%	2%
CCn1c(CN2CCN(C(=O)c3ccco3)CC2)nc2c1c(=O)n(C)c(=O)n2C	0%	-4%	1%	-3%	-2%	-2%	-1%	nt

Full records from above. Order of values: aGal spleen mod | TexasRed fluor | Tau fibril FP | ALDH1A1 block | TRb-SRC2 inh | Tau ThT inhib | Tau fluor counter | L3MBTL1 inh
CSc1ccccc1NC(=O)COC(=O)c1ccccc1O across the screens: -4% | 1% | -2% | 4% | -7% | -5% | -8% | 9%
Nc1cc(=O)[nH]c(=O)n1Cc1ccccc1 across the screens: 16%&2% | -4%&-1% | -1%&2% | 6%&17% | -1%&3% | 5%&3% | 1%&1% | 1%
CC(C)(C)n1nnnc1C(c1ccccn1)N1CCN(C(c2ccccc2)c2ccccc2)CC1 (stereo unspecified) across the screens: 2% | -3% | 4% | 0% | 2% | -18% | -14% | -23%

Further records.
SMILES	aGal spleen mod	TexasRed fluor	Tau fibril FP	ALDH1A1 block	TRb-SRC2 inh	Tau ThT inhib	Tau fluor counter	L3MBTL1 inh
Cc1ccc(CNc2nc(-c3ccco3)nn2C(=O)c2ccccc2[N+](=O)[O-])cc1	nt	3%	7%	nt	-2%	-10%	?	nt
O=S(=O)(Nc1nc2ccccc2nc1Cl)c1ccc(Br)cc1	0%	2%	10%	?	3%	-7%	5%	?
COc1ccccc1N1CCN(C(=O)c2c(C)cc(=O)oc2C)CC1	-25%	-6%	-6%	?	-1%	-15%	-4%	nt
O=C(OCC(=O)N1CCN(C(=O)c2ccco2)CC1)c1cc(-c2ccccc2)nc2ccccc12	-6%	-5%	6%	?	-9%	?	-14%	-6%
COc1ccc(-c2onc(C)c2C)cc1S(=O)(=O)NCc1ccco1	nt	0%	-9%	nt	6%	-5%	-15%	nt
CCOC(=O)c1c(C)nc(C)c(C(=O)OCC)c1-c1ccc(Br)cc1	4%	-3%	2%	0%	0%	-11%	-7%	12%

Source: PubChem (National Center for Advancing Translational Sciences (NCATS))

This is a random part of the collection (roughly 8.5% active in at least one column).
